Screening data deposited in PubChem by National Center for Advancing Translational Sciences (NCATS).
RORg inh: inhibitors of mouse ROR gamma transcriptional activity; Drosophila S2 Gal4-RORgamma UAS-luciferase reporter, 20 h; Potency, µM (titrated, usually from 53.6 µM), without a hit: at the top dose activity change, negative = inhibition, most hits filed as inhibitors; actives 5.4% (n = 310,000); AID 2551; further: on the % scale 0 is the no-effect control and ±100 the full control effect; nearly all actives have a fitted effect of over 60% in size
Target sequence (P51450 whole entry, looked up, the tested form may be a part): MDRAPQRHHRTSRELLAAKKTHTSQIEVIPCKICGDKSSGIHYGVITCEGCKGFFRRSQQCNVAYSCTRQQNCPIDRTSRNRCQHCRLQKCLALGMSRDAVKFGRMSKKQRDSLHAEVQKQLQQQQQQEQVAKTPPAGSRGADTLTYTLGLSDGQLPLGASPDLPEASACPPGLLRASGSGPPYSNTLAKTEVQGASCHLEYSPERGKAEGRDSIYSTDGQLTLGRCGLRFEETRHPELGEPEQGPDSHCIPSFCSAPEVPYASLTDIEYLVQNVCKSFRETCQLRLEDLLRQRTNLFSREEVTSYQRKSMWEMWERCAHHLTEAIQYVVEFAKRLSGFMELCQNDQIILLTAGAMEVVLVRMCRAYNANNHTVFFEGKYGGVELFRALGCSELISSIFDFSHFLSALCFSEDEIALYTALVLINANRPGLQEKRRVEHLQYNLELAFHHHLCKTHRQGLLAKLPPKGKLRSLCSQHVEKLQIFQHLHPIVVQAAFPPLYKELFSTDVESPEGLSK
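Drosophila Schneider cells stably carrying a metallothionein-driven Gal4 DBD–ROR gamma fusion and a UAS-Photinus luciferase reporter were exposed to compound for 1 hr, then induced with copper sulfate (700 uM final) for 20 hr at ambient temperature before luminescence reading.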
MBNL1 CUG block: MBNL1-poly(CUG) RNA binding inhibition. Q9NR56. actives 0.036% (n = 280,000). TR-FRET MBNL1-His/biotin-(CUG)12 binding, 665/545 ratio. Potency, µM (series often up to 57.5 µM), for the others: top-dose activity change, negative = inhibition, hits mostly inhibitors; active means well fitted inhibition curve with a large enough effect in the signal ratio, with a control signal flat, not every such curve was filed as active; inconclusive means small, poorly fitted or top-dose-only effect, or effect the other way, or a change in a side signal; inactive means no such curve, though single readings can be large or run the other way; the % refers to the signal ratio; further: on the % scale 0 is the no-effect control and ±100 the full control effect
Target sequence (Q9NR56 whole entry, looked up): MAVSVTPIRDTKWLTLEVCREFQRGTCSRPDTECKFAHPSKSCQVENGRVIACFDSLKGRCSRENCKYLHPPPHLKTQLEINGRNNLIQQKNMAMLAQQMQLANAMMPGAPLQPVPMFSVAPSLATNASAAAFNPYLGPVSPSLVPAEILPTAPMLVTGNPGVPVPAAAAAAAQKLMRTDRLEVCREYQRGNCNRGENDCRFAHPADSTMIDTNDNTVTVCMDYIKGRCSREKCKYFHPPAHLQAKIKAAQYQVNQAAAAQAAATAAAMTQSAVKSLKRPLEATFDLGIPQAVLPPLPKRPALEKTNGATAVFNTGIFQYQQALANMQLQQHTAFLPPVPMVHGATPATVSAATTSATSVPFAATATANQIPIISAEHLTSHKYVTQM
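Inhibition of protein-RNA binding appears as loss of TR-FRET between terbium anti-His antibody on MBNL1-His and streptavidin-XL665 on biotin-(CUG)12. Activity is normalized to buffer-only and uninhibited-complex controls.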
NPC1 promoter act: activates the NPC1 promoter; actives 2.4% (n = 320,000); AID 485313; Potency, µM (doses to about 9.22 µM), inactives show at the highest dose activation, most hits filed as activators; Huh7 NPC1 promoter luciferase reporter, 24 h;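 further: % of control where 0% means no effect; nearly all actives have a fitted effect of over 60% in size; reporter is driven by a mutant NPC1 promoter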
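Cells: Huh7 expressing luciferase under the NPC1 promoter, 1500/well. Seeded 2 h, compound added, incubated 24 h at 37 °C. Luciferase reagent, 10 min ambient, then luminescence.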
Gal4-VP16 FLuc: inhibits Gal4-VP16 luciferase reporter, ROR gamma counter-screen | Potency, µM (top dose mostly 53.6 µM), for inactives: top-dose activity, negative = inhibition, actives largely listed as inhibitors | actives 3.5% (n = 310,000) | Drosophila S2 Gal4-VP16 UAS-luciferase, luminescence, 20 h;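 further: Gal4-VP16 expression switched on by copper sulfate through the metallothionein promoter; on the % scale 0 is the no-effect control and ±100 the full control effect; nearly all actives have a fitted effect of over 50% in size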
BRCA1 expr act: activators of BRCA1 expression; Potency, µM (doses to about 46.1 µM), for the others: at the highest dose activation, actives largely listed as activators; AID 624202; actives 1.1% (n = 380,000); MCF7-BRCA1-FFLuc reporter, luminescence, 48 h; response scale: scaled: vehicle 0%, 10 µM genistein 100%; further: nearly all actives have a fitted effect of over 80% in size; some results filed as inactive show a strong effect at the top dose
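48 h compound treatment of MCF7-BRCA1-FFLuc cells (phenol-red free MEM, 37 °C), then 15 min with luciferase substrate and luminescence imaging.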
ELG1 genotox: inducers of genotoxicity in HEK293T ELG1-luciferase cells; Potency, µM (series often up to 46 µM), without a hit: at the highest dose activity change, positive = activation, usual class: activators; HEK293T ELG1-luciferase reporter, luminescence, 16 h; actives 1.3% (n = 330,000); further: % of control where 0% means no effect; nearly all actives have a fitted effect of over 60% in size
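Genotoxicity was scored as increased ELG1-luciferase reporter signal, measured by ONE-Glo luminescence (30 min, room temperature). Compound or vehicle exposure of the HEK293T reporter cells lasted 16 hr at 37°C.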
CXXC DNA block: inhibitors of human MLL CXXC domain-DNA interaction; actives 0.037% (n = 290,000); AID 2662; MLL-CXXC / FITC-HOXA9 DNA fluorescence polarization; Potency, µM (titrated, usually from 115 µM), without a hit: top-dose activity change, negative = inhibition, most hits filed as inhibitors; Q03164; active means well fitted inhibition curve with a large enough effect in the polarisation, with a control signal flat, not every such curve was filed as active; inconclusive means small, poorly fitted or top-dose-only effect, or effect the other way, or a change in a side signal; inactive means no such curve, though single readings can be large or run the other way; the % refers to the polarisation
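Steps: dispense CXXC domain solution (7 uM) → pin compounds or unlabeled HOX-A9 DNA control → 5 min ambient → add FLSN-HOX-A9 solution (50 nM) → spin → 30 min ambient → fluorescence polarization. Tris pH 7.5/NaCl/DTT/BSA buffer.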
Rab9 prom act: activators of Rab9 promoter | Potency, µM (titrated, usually from 9.22 µM), without a hit: at the top dose activation, negative = inhibition, usual class: activators | Huh7 Rab9 promoter-luciferase reporter, luminescence, 24 h | actives 2.8% (n = 320,000); further: % of control where 0% means no effect; nearly all actives have a fitted effect of over 60% in size
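Luciferase signal after 10 min detection reagent at ambient indicates Rab9 promoter upregulation; stably transfected Huh7 cells were treated 24 h with compound in DMSO at 37 °C, 5% CO2.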
uPA surface inh: inhibitors of cell surface uPA generation. cell surface uPA generation assay, qHTS. Potency, µM (titrated, usually from 38.3 µM), inactives show at the top dose activity change, negative = inhibition, usual class: inhibitors. actives 0.31% (n = 330,000); active means well fitted inhibition curve with a large enough effect; inconclusive means small, poorly fitted or top-dose-only effect; inactive means no such curve, though single readings can be large or run the other way; tested in mouse RAW 264.7 cells; further: on the % scale 0 is the no-effect control and ±100 the full control effect; nearly all actives have a fitted effect of over 55% in size
FLuc counter: counter-screen for miR-21 project: firefly luciferase inhibitors or activators. P08659. purified FLuc, Km substrates, luminescence inhibition. Potency, µM (highest dose often 57.5 µM), without a hit: at the highest dose activity change, negative = inhibition, most hits filed as inhibitors. actives 6.9% (n = 360,000). AID 588342;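 further: plate controls were vehicle for no effect and reference inhibitor for full effect; nearly all actives have a fitted effect of over 55% in size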
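Biochemical qHTS of compounds, final roughly 60 µM downward over six points, against 10 nM purified firefly luciferase using Km concentrations of substrates (10 uM D-luciferin, 10 uM ATP) in Tris acetate pH 7.5 buffer; luminescence output.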
p53 reactivation: restores transcriptional activity of mutant p53; AID 504706; Potency, µM (titrated, usually from 92.2 µM), without a hit: at the highest dose activity change, positive = activation, actives largely listed as activators; actives 0.063% (n = 320,000); H1299 p53-A138V BP100-luciferase reporter, luminescence, 24 h; further: % of control where 0% means no effect; nearly all actives have a fitted effect of over 45% in size
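H1299 (p53-null), stable ts p53-A138V + BP100-Luc; 1000 cells/well, Opti-MEM/10% FBS; cpd 4 pt, 1:5; 24 h, 37 deg C, 5% CO2; detection reagent 10 min RT; luminescence.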
* marks the source's active call; other numbers are inactive results; ? = inconclusive; . = not tested or not shown; & = joins results of further samples; [ ] = remark or other dose. Unless noted, the call rests on the fitted dose curve; in most records, active means well fitted curve in the direction sought with a large enough effect; inconclusive means small, poorly fitted or top-dose-only effect, or another doubt; inactive means no such curve, though single readings can be large; an effect the other way counts as inactive or inconclusive. Potency means the concentration at half of the fitted maximal effect. This is a subset; count on the stated rates, not on these rows.

SMILES	RORg inh	MBNL1 CUG block	NPC1 promoter act	Gal4-VP16 FLuc	BRCA1 expr act	ELG1 genotox	CXXC DNA block	Rab9 prom act	uPA surface inh	FLuc counter	p53 reactivation
CCOC(=O)/C=C/C(=O)OCC(=O)Nc1ccc(OC)c(Cl)c1	-4%[10 µM]	.	-2%	-1%	-30%	7%	-5%	2%	?	-1%	6%
CC(C)CC(=O)N1CCN(Cc2ccc(Cl)cc2)CC1	-7%	1%	0%	-6%	-15%	-11%	-6%	-2%	-1%	-2%	15%
COc1ccc(OC)c(NC(=O)Nc2nnc(N3CCCCC3C)s2)c1 (stereo not given)	-42%	2%	11%	?	-7%	7%	2%	7%	3%	19µM*	10%
CCc1nnc2sc(-c3ccc(NC(=O)c4ccco4)cc3)nn12	28%	11%	3%	2%	8%[1.84 µM]	1%	3%	6%	-4%	-18%	3%
COc1ccc2c(c1OC)C(=O)OC2C/C(=N\NC(N)=O)c1ccccc1 (stereo not given)	1%	-2%	1%	0%	-9%	-1%	-7%	-7%	2%	-2%	1%
CCOC(=O)c1c(C)[nH]c(C)c1S(=O)(=O)NCC1CCN(Cc2ccccc2OC)CC1	-10%	?	-3%	0%	7%	2%	1%	7%	-16%	5%	-5%
COc1cccc(/C=C/C(=O)Nc2cccc(C(C)=O)c2)c1OC	1.4µM*	16%	3.2µM*	?	?	2%	14%	2.8µM*	?	3µM*	6%
C[C@]12CCC3C(CC[C@H]4CCCC[C@]34C)C1CC[C@@]2(O)CNCCO (stereo not given in full)	13%	0%	-5%	-2%	-35%	0%	18%	-1%	17%	1%	-3%
Cc1cccc(C(=O)NC2CCCc3ccccc32)c1 (stereo not given)	13%	18%	-6%	-6%	.	0%	1%	-2%	.	2%	-2%
COc1ccc(N/C=C2\C(=O)c3c(sc(C)c3C)N(C)S2(=O)=O)cc1	0%	-3%	-4%	-4%	-42%	-3%	1%	-10%	-3%	-4%	-3%
CCOC(=O)c1cc2c(=O)n3ccccc3nc2n(C(C)C)c1=NC(=O)c1ccco1	3%	?	-5%	-2%	1%	-1%	-21%	10%	?	2%	0%
COCCCNC(=O)C1CCN(C(=O)Nc2ccc(Cl)cc2)CC1	4%	0%	-1%	-5%[0.365 µM]	-2%[1.84 µM]	-2%	23%	1%	-3%	4%	-1%
CCON1C(=O)C(C)(C)N(OCC)C(=O)C1(C)C	0%	8%	1%	4%	-12%	-2%	-11%	-1%	1%	-2%	-1%
CC(=O)N(Cc1ccccn1)Cc1ccco1	-7%	.	-2%	0%	0%	0%	8%	1%	-6%	0%	-3%
COC(=O)NNC(=S)Nc1cc(OC)ccc1OC	?	-3%	1%	7%	18%	-2%	0%	2%	1%	10%	0%
CCC(C)NC(=O)C(Cc1ccccc1)NS(=O)(=O)c1ccc2c(c1)oc(=O)n2C (stereo not given)	-14%	-2%	-3%	0%	0%	3%	1%	-4%	-6%	3%	2%
COc1ccc(NC(=O)c2ccccc2Sc2ccc(NC(C)=O)nc2)cc1	-7%	67%[activator]	5%	-3%	-8%	9%	10%	-6%	0%	0%	0%
Cc1csc(Sc2ccc(C(=O)OCC(=O)Nc3ccc(OC(F)(F)F)cc3)cc2[N+](=O)[O-])n1	1%	?	-11%	-13%	-29%	0%	-7%	-3%	0%	-2%	7%
Cn1nc(-c2ccccc2)c(C#N)c1Sc1cccc(Cl)c1	4%	-7%	-4%	1%	-6%	-6%	5%	-2%	1%	3%	1%
CCc1nc2c(oc3ccccc32)c(=O)[nH]1	15%	-2%	24%	?	54%	5%	-12%	23%	0%	?	7%
Cn1ccnc1SCCNC(=O)CCc1nnc(CCc2ccccc2)o1	12%	4%	-2%	-18%	27%	2%	-3%	-2%	1%	-1%	5%
O=C(Nc1ccc(N2CCCCC2)cc1)C1CCCN1S(=O)(=O)c1ccc(F)cc1 (stereo not given)	.	.	1%	.	-7%	-1%	.	8%	4%	?	16%
CN(C)CCCNc1cc(-c2ccccc2)nc2cc(-c3cccc(F)c3)nn12	?	0%	1%	?	-101%[inhibitor]	23%	?	1%	5µM*	0%	.
CC(C)Cc1nnc(NC(=O)CCC(=O)NC2CCCCCCC2)s1	-7%	-9%	-1%	-8%	5%	1%	3%	-1%	2%	3%	-4%
Nc1ccc(C(=O)CC(=O)Nc2ccc(Cl)cc2)cc1	-12%	-11%	2%	-3%	5%	3%	-2%	-5%[1.84 µM]	0%	-4%	5%
(list continues)
SMILES	RORg inh	MBNL1 CUG block	NPC1 promoter act	Gal4-VP16 FLuc	BRCA1 expr act	ELG1 genotox	CXXC DNA block	Rab9 prom act	uPA surface inh	FLuc counter	p53 reactivation
Cc1ccnc(NC(=O)c2c(O)c3ccccc3n(C)c2=O)c1	18%	11%	3.5µM*	2%	.	?	3%	4µM*	.	3µM*	13%
Oc1ccccc1-c1cc(-c2cccc(F)c2)n[nH]1	?	1%	-1%	?	1%	?	-17%	14%	2%	5.4µM*	?
O=C1N(O)C2(C=CCCC2)/C(=N\O)C12CCCCC2 (stereo not given)	-6%	-8%	-2%	0%	0%	-8%	-2%	-4%	-1%	-3%	1%
O=C(Nc1cccc([N+](=O)[O-])c1)c1ccc2c(c1)C(=O)N(c1ccccn1)C2=O	13%	?	2%	2%	-13%	10%	-15%	3%	4%	-16%	0%
O=[N+]([O-])c1ccc(N/N=C/c2sc(N3CCOCC3)nc2-c2ccccc2)c(S(=O)(=O)Nc2ccccc2Cl)c1	7%	17%	-37%[inhibitor]	-15%	-67%	-11%	17%	-44%[inhibitor]	-1%	-20%	-2%
O=C(COC(=O)C12CC3CC(CC(Cl)(C3)C1)C2)Nc1ccc2[nH]c(=O)[nH]c2c1	.	.	-1%	.	4%	1%	.	-1%	5%	2%	-8%
O=C(Nc1ccc(CN2CCOCC2)cc1)c1ccco1	.	4%	2µM*	.	34%	?	0%	1.4µM*	-5%	21µM*	.
COc1cccc(/C=N/NC(=O)c2cccc([N+](=O)[O-])c2)c1OS(=O)(=O)c1ccccc1	?	?	0%	-5%	-18%	0%	-6%	-3%	0%	2%	0%
Cc1ccc(-c2nc(C)sc2CC(=O)OCC(=O)Nc2c(F)cccc2F)cc1	8%	-10%	-1%	-4%	1%	0%	4%	-7%	2%	-1%	0%
COC(=O)c1ccccc1NC(=O)NC1CCCCC1	16%	3%	-1%	-3%	8%	5%	-4%	-1%	-7%	-18%	-3%
Cc1ccc2ncc(NC(=O)c3ccc(F)cc3)c(=O)n2c1	8%	10%	26%	5%	55%	?	2%	26%	3%	?	10%
COc1ccc(CN(C)C(=O)c2ccc(Cl)c(S(=O)(=O)NCc3cccnc3)c2)cc1F	.	.	-3%	.	7%	-1%	.	-11%	?	-1%	12%
Cn1cc(C(=O)NCC2COc3ccccc3O2)c(=O)c2cc(S(=O)(=O)N3CCCCC3)ccc21 (stereo not given)	31%	-2%	0%	-2%	-64%	-8%	25%	-5%	-2%	11%	0%
CN(C)CCCN(C(=O)/C=C/c1cccs1)c1nc2ccc(F)cc2s1	?	-2%	-4%	?	-10%	-1%	42%[activator]	7%	-9%	-1%	17%
O=C(C1CCCN(c2ncnc3c2nc2n3CCCCC2)C1)N1CCN(c2ccccc2)CC1 (stereo not given)	18%	-3%	-3%	-13%	-11%	-9%	16%	-1%	5%	-1%	-6%
COc1ccc(Cl)cc1C(=O)NC(=S)Nc1cc(-c2nc3ccccc3[nH]2)ccc1C	-10%	10%	2%	9%	30%	0%	9%	-4%	12%	?	2%
Nc1nnc(-c2ccc(F)cc2)s1	-21%	-4%	-2%	-16%	3%	4%	-5%	5%	.	?	0%
Cc1cccc(NC(=O)CSc2nc3c([nH]c4ccccc43)c(=O)n2C)c1	13µM*	10%	0%	?	-36%	?	10%	-14%	9%	-3%&0%	-5%
CCc1ccccc1NC(=O)CN1CCN(C(=O)CNC(=O)Cc2cccc3ccccc23)CC1	.	.	-5%	.	-32%	-4%	.	-10%	-6%	2%	14%
CCOc1ccc(-c2c(C#N)c(N)nc3c2c(=O)n(C)c(=O)n3C)cc1OC	-22%	-4%	-4%	-3%	-2%	5%	4%	-8%	2%	1%	2%
O=c1c2ccccc2c(-c2ccc(F)cc2)nn1-c1ccc(C(F)(F)F)cc1	?	-10%	-5%	?	-73%	-4%	3%	0%	11%	6%	3%
COc1cc([N+](=O)[O-])ccc1NC(=O)Cc1ccccc1	15%	?	-10%	-2%	-4%	-3%	1%	-3%	7%	5%	-3%
